Screens as filed in PubChem BioAssay.
LDHA inh = qHTS assay for inhibitors of human lactate dehydrogenase; 480,000 compounds, 0.15% hits; AID 1347041, 2019; purified LDHA, NADH/diaphorase-resazurin fluorescence; active compounds read low; L-lactate dehydrogenase A chain (Homo sapiens), P00338; activity change, % (values are at about 110 or 230 µM); in the data active = activity change below about -30%; inconclusive = mostly about -25% to -30%;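 also: plate controls were DMSO wells for no effect and wells without enzyme for full effect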
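Human LDH5 (2 nM) was incubated with 0.06 mM NADH and 0.2 mM pyruvate for 5 min at room temperature in Tris pH 7.4. Remaining NADH was coupled through diaphorase/resazurin, and resorufin fluorescence was read at 0 and 20 min.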
D1 antag = Antagonist of Human D 1 Dopamine Receptor: qHTS; D(1A) dopamine receptor (Homo sapiens), P21728; HEK293 TREx D1 cells, calcium flux, dopamine EC80; active compounds read low; activity change, negative = inhibition, % at 10 µM; 360,000 compounds, 3.2% hits; AID 504652, 2011; in the data active = activity change below about -30%; also: % is scaled to controls: 0 for no effect and ±100 for the full control effect
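Calcium flux readout: force-coupled, inducible Hek293 Trex D1 line, cells induced overnight at 30 C with tetracycline, dye-loaded 30–90 min at RT. Antagonism scored against EC80 dopamine challenge given 180 s after compound.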
D1 ag = Allosteric Agonists of the Human D1 Dopamine Receptor: qHTS; D(1A) dopamine receptor (Homo sapiens), P21728; HEK293 T-REx D1 cells, calcium flux, agonist mode; activation, % at 2 µM; 360,000 compounds, 1% hits; AID 504660, 2011; in the data active = activation above about 30%; also: 0% is about no effect
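Inducible HEK293 T-REx D1 cells, force-coupled to calcium signalling, were plated at 4000 cells/well with tetracycline and held overnight at 30 C. After no-wash calcium dye loading, compound-evoked calcium rise over 180 s flagged agonists.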
D2 potentiator = HTS Assay for Positive Allosteric Modulators of the Human D2 Dopamine Receptor: Primary Screen for Potentiators | D(2) dopamine receptor (Homo sapiens), P14416 | HEK293 T-REx D2, calcium flux, EC20 dopamine potentiation | potentiation, % at 10 µM | 340,000 compounds, 0.34% hits | AID 485347, 2010;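 active = potentiation over 3 SD above the plate norm, cut at about 30% in these data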; also: 0% is about no effect
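Potentiation of an EC20 dopamine calcium response measured kinetically over 180 s, after a preceding 180 s compound-only read flagging agonists. Cells: inducible Hek293 Trex D2 line, 4000/well, cultured overnight at 30 C before dye loading.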
RXFP1 agonist = qHTS Assay for Agonists of the Relaxin Receptor RXFP1; AID 2676, 2010; HEK293T-RXFP1 cAMP TR-FRET, 30 min; response scale: percent of porcine relaxin response, buffer zero; 370,000 compounds, 0.3% hits; Relaxin receptor 1 (Homo sapiens), Q9HBX9; Potency, µM (highest dose often 57.5 µM), without a hit: top-dose activation, most hits filed as activators; also: potency is read from the fitted curve at half-maximal effect; % is scaled to controls: 0 for no effect and ±100 for the full control effect; nearly all actives have a fitted effect of over 60% in size; many of its hits are not listed in these tables
Target sequence (Q9HBX9 whole entry, looked up): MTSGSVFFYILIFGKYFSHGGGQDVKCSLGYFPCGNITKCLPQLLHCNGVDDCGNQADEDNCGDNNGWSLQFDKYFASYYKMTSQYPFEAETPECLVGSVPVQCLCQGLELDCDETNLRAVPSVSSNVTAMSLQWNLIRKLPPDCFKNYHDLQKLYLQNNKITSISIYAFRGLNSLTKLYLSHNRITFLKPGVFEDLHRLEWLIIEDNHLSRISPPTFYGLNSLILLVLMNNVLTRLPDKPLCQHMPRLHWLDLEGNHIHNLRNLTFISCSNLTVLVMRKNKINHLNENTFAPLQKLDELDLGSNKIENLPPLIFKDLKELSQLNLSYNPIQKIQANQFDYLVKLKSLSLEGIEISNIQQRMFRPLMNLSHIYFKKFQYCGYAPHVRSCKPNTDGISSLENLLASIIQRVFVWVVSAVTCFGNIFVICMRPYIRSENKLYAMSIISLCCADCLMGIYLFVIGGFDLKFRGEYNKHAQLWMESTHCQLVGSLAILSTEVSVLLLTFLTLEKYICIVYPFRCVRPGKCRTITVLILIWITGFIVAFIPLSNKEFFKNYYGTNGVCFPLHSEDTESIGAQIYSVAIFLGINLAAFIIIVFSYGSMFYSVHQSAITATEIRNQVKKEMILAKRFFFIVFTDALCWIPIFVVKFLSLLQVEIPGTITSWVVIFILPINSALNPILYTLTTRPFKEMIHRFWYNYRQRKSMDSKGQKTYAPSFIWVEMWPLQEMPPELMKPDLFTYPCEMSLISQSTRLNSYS
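cAMP rise read by TR-FRET after 30 min, 37C compound exposure (up to 58 uM) in RXFP1-transfected HEK293 cells with Ro 20174 present. EC50 from Hill-equation fits, with 29 nM porcine relaxin as 100% and buffer as basal.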
D1 PAM = Potentiators of Human D1 Dopamine Receptor: qHTS; potentiation, % at 10 µM; HEK293 TREx D1 cells, calcium flux, dopamine EC20 potentiation; AID 504651, 2011; 360,000 compounds, 0.036% hits; in the data active = potentiation above about 30%; also: 0% is about no effect
Vif-A3G inh = qHTS for Inhibitors of Vif-A3G Interactions: qHTS. DNA dC->dU-editing enzyme APOBEC-3G (Homo sapiens), Q9HC16. HeLa A3G-eYFP + Vif (tagged APOBEC3G with the HIV-1 protein that degrades it), YFP fluorescence, overnight. Potency, µM (top dose mostly 46.1 µM), inactives show at the top dose activity, negative = active, usual class: inhibitors. 410,000 compounds, 0.076% hits. AID 602310, 2012;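 also: potency is read from the fitted curve at half-maximal effect; % is scaled to controls: 0 for no effect and ±100 for the full control effect; nearly all actives have a fitted effect of over 60% in size; hits raise eYFP signal because A3G escapes Vif-driven loss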
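Read-out is eYFP fluorescence (Ex 488/Em 500-530) from Vif-expressing HeLa A3G-eYFP cells; more signal means A3G escaped Vif-mediated degradation. Cells plated overnight, compound pinned in, incubated overnight at 37 deg C.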
Glioma ERSR ind = qHTS for Inducers of the Endoplasmic Reticulum Stress Response (ERSR) in Human Glioma: qHTS; U87-MG GRP78 promoter luciferase reporter, 16 h; Potency, µM, without a hit: at the highest dose activation, most hits filed as activators; 420,000 compounds, 0.02% hits; AID 602332, 2012; also: potency is read from the fitted curve at half-maximal effect; series mostly up to about 76 µM; % of control where 0% means no effect; nearly all actives have a fitted effect of over 35% in size
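Stably transfected U87-MG human glioma cells carrying a GRP78-based luminescent sensor were seeded at 1000 cells/well, pin-dosed with compounds and incubated 16 h. Luciferase reagent was then added, and end-point luminescence was read after 10 min at room temperature.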
Vif-A3F inh = qHTS for Inhibitors of Vif-A3F Interactions: qHTS; 390,000 compounds, 0.2% hits; Potency, µM (top dose mostly 46.1 µM), for inactives: top-dose activity, negative = active; AID 602313, 2012; HeLa A3F-eYFP + Vif (tagged APOBEC3F with the HIV-1 protein that degrades it), YFP fluorescence increase; also: potency is read from the fitted curve at half-maximal effect; % of control where 0% means no effect; nearly all actives have a fitted effect of over 65% in size
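HeLa cells stably expressing A3F-eYFP plus Vif, plated and incubated overnight at 37 deg C, then exposed to compounds overnight at 37 deg C. Blocked degradation read as raised yellow fluorescence (Ex 488/Em 500-530).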
An asterisk follows results filed as active; u = inconclusive; x = not tested or not shown; & = joins results of further samples. Unless noted, calls follow the shape of the dose curve; as a rule, active = well fitted curve in the direction sought with a large enough effect; inconclusive = small, poorly fitted or top-dose-only effect, or another doubt; inactive = no such curve, though single readings can be large; an effect the other way counts as inactive or inconclusive. Only part of the results is shown (hit frequency here may not be typical).

SMILES | LDHA inh | D1 antag | D1 ag | D2 potentiator | RXFP1 agonist | D1 PAM | Vif-A3G inh | Glioma ERSR ind | Vif-A3F inh
CC1CCCC(NC(=O)COC(=O)CN2C(=O)C3CCCCC3C2=O)C1C (configuration not stated) | -2 | -2 | 0 | -5 | 0.3% | -2 | 0% | 0% | 1%
S=c1[nH]nc(-c2ccncc2)n1CC1CCCO1 (configuration not stated) | -1 | 3 | 3 | -1 | 0.2% | 0 | 1% | -2% | x
CCc1ccc(OCC(=O)N(Cc2cccs2)c2ccc(Cl)cc2)cc1 | 4 | 17 | 23 | 7 | 0.4% | -1 | 2% | -1% | -1%
COc1cccc(N2CCN(c3ncnc4c3cnn4-c3ccc(C)cc3C)CC2)c1 | 3 | -7 | 4 | -8 | 2.3% | 3 | u | -10% | -2%
O=C(CCl)N1CCN(S(=O)(=O)c2ccc3c(c2)OCCCO3)CC1 | 0 | -3 | 3 | 6 | 0.6% | x | -9% | -15% | -1%
Cc1ccc(N(C(C)C(=O)N2CCC(C)CC2)S(C)(=O)=O)cc1C (configuration not stated) | -2 | -1 | 0 | 16 | 0.1% | -1 | 0% | -4% | -5%
FC(F)(F)C1CC(c2cccs2)Nc2ncnn21 (configuration not stated) | -3 | 2 | 2 | 16 | 2.2% | -5 | 2% | -2% | 2%
CN(C)CCCNc1nc(-c2ccccc2)c2c(c1C#N)CC(C)(C)OC2 | 1 | 5 | 4 | -11 | -1.2% | -3 | 0% | -4% | -8%
CC(C)Oc1ccc(C(CC(=O)O)NC(=O)C(Sc2ccccc2)c2ccccc2)cc1 (configuration not stated) | -18 | 0 | 2 | 1 | -2.3% | 1 | -1% | 5% | 4%
OCCN(Cc1ccccc1)Cc1ccc(Cl)cc1Cl | -9 | -10 | 0 | -1 | 4.7% | 0 | -6% | -4% | -13%
CCCCc1nc2cc(C(=O)NCc3cc(C)n(C)n3)ccc2o1 | -10 | -11 | 0 | 6 | -0.1% | -7 | 2% | 1% | -12%
CN(C)c1nc2n(c(=S)n1)CCS2 | -3 | 7 | 3 | 3 | 2.6% | 2 | 2% | -3% | -4%
O=C(CSc1ccc(Cl)cc1Cl)N1CCC(c2nc3ccccc3s2)CC1 | -2 | 9 | 10 | 16 | -1.6% | 1 | -6% | -6% | 1%
Cc1ccc(S(=O)(=O)N[C@H](C(=O)N2CCC(C(=O)N3CCC[C@H]3C(=O)O)CC2)C(C)C)cc1 | 1 | -9 | 4 | 13 | 0.5% | -6 | -1% | -3% | 1%
CCOc1ncccc1C(=O)Nc1cc(S(=O)(=O)N2CCOCC2)ccc1N1CCCC1 | -3 | 4 | 2 | 4 | 0.6% | 12 | -6% | -1% | 1%
O=C(CN1C(=O)CCSc2ccccc21)Nc1ccc2c(c1)OCO2 | 2 | -11 | 0 | 2 | -0.2% | -5 | 3% | -2% | -10%
CCN1CCc2nc3sc(C(=O)Nc4ccccc4OC(F)(F)F)c(N)c3cc2C1 | -3 | -3 | 0 | 4 | 13% | 2 | -11% | -1% | u
CCOC(=O)C1CCCN(S(=O)(=O)c2cc(-c3cc(C)no3)ccc2OC)C1 (configuration not stated) | -1 | -12 | 3 | x | 0.6% | -6 | 5% | -1% | -6%
CCOc1ccc(CCNC(=O)COC(=O)c2ccc(OC(C)C)cc2)cc1OCC | -2 | -17 | 7 | 13 | 0.0% | -8 | 0% | 1% | -1%
CCN(CC)CCNC(=O)NC(=O)c1ccc(Cl)cc1 | -9 | -3 | 3 | 11 | 0.2% | -2 | 4% | -5% | u
CC(=O)Cc1nsc(NC(=O)c2cccc(F)c2)n1 | -8 | 7 | 3 | -6 | -0.6% | -2 | 0% | -4% | 1%
CCc1ccc(S(=O)(=O)NCc2csc(-c3ccccc3)n2)s1 | 0 | 15 | 2 | -30 | 1.2% | -2 | 2% | -1% | 1%
Cc1ccc(C)c(OCC(=O)N2CCN(c3ncccn3)CC2)c1 | -8&4 | -17 | 5 | 1 | -1.0% | -4 | 1% | 0% | 0%
O=C(NCc1ccccc1Cl)c1ccc(Cn2cc(C(F)(F)F)ccc2=O)cc1 | -8 | x | x | x | -0.1% | x | -1% | -3% | -1%
Cc1cc(C(=O)O)c(C)n1Cc1ccncc1 | 3 | 2 | 5 | 16 | -0.6% | 3 | 5% | -4% | 1%

The list continues.
SMILES | LDHA inh | D1 antag | D1 ag | D2 potentiator | RXFP1 agonist | D1 PAM | Vif-A3G inh | Glioma ERSR ind | Vif-A3F inh
COc1cccc(NC(=O)CN(C)C(C)C(=O)Nc2ccc(S(=O)(=O)N3CCOCC3)cc2)c1 (configuration not stated) | 3 | 4 | 3 | 5 | -0.3% | 6 | -1% | -7% | 0%
Cc1ccc(-c2nnc(SCc3nc4ccccc4[nH]3)n2Cc2ccco2)cc1 | -1 | -13 | 4 | 1 | 0.4% | -4 | -2% | -3% | 0%
Cc1cc2c(cc1C)NC(=O)CC(c1ccccc1)=N2 | -1 | x | x | x | x | x | -3% | 6% | 9%
CCn1c(=S)sc2c(=O)n(-c3ccccc3)c(SCC(=O)NCc3ccco3)nc21 | -2 | 17 | 1 | 4 | 5.5% | -6 | 1% | 2% | 0%
Cc1cc(Br)ccc1NC(=O)c1cc2c(=O)n(C)c3cc(Cl)ccc3c2s1 | 3 | 5 | 1 | 1 | 3.3% | 8 | 0% | -6% | -2%
CCOC(=O)c1ccc(CN(Cc2ccc(OC)cc2)S(=O)(=O)c2cccc(C(F)(F)F)c2)cc1 | -4 | -3 | 12 | -5 | -2.2% | -1 | 1% | -1% | -1%
O=C(CSc1nnc2c(Cl)cc(Cl)cn12)NC1CCS(=O)(=O)C1 (configuration not stated) | -5 | -5 | 7 | 0 | 18% | 0 | -3% | -2% | x
CCc1ccc(C(=O)c2cn(CC(=O)Nc3ccc4c(c3)OCO4)c3ccc(OC)cc3c2=O)cc1 | -5 | -2 | 2 | -7 | u | -1 | -4% | -2% | 1%
CN(C)c1ncc(C(=O)O)cn1 | -1 | -15 | 4 | -6 | 1.9% | -5 | 0% | 2% | 3%
CCc1ccc(S(=O)(=O)NCCc2csc(C)n2)s1 | -14 | -37* | 1 | 1 | -1.1% | -1 | -6% | -7% | -2%
Cn1cc(S(=O)(=O)N2CCN(c3ccc(F)cc3)CC2)c(=O)n(C)c1=O | -2 | 18 | 0 | 9 | 0.9% | -3 | 1% | -3% | -5%
CCOCCCNC(=O)c1ccc(NC(=O)C2=CSCCO2)cc1 | -2 | 43 | 2 | 0 | -2.2% | 8 | 2% | 2% | -12%
Cc1sc2ncn(/N=C/c3ccco3)c(=O)c2c1C | -7 | 5 | 2 | 1 | 0.0% | 1 | -7% | 2% | 0%
Cc1cc(C(=O)Nc2cccc(O)c2)c(C)o1 | -4 | -2 | -1 | -13 | -0.6% | -2 | -2% | 8% | 3%
Cn1c(=O)c2c(SCc3cccc(C(F)(F)F)c3)nc(-c3ccco3)nc2n(C)c1=O | -8 | 11 | 1 | 5 | 2.5% | 3 | 0% | -4% | -6%
O=C(NCCS(=O)(=O)N1CCCCCC1)c1ccc(F)cc1 | -7 | -15 | 1 | 0 | 0.3% | -12 | 0% | -7% | -1%
CCN(CC)c1ccc(C(NC(=O)C(C)C)c2ccc3cccnc3c2O)cc1 (configuration not stated) | 5 | x | x | x | x | x | -14% | -7% | -2%
Cn1c(COc2ccccc2)nnc1SCC(=O)Nc1ccc2c(c1)OCO2 | -3 | -7 | 2 | -14 | -0.5% | 1 | -4% | -2% | -1%
COC(=O)c1ccc2c(=O)n(Cc3ccc4c(c3)OCO4)c(=S)[nH]c2c1 | -9 | 15 | 1 | -4 | u | 4 | -7% | -6% | -20%
COc1ccc(/C=C/C(=O)Nc2ccc(Cl)cc2Cl)cc1 | -9 | 6 | 2 | -4 | 0.9% | 1 | -5% | 1% | -5%
CCCCN(CCCC)CCNC(=O)c1ccc2nc(-c3ccccc3NC(C)=O)c(=O)[nH]c2c1 | -1 | 12 | 0 | -6 | -0.5% | -2 | 3% | -4% | -1%
CCOc1ccc(CNC(=O)c2cc(=O)[nH]c3ccc(S(=O)(=O)N4CCCCC4)cc23)cc1 | -11 | -18 | -4 | 8 | 0.3% | -1 | 1% | -3% | 2%
O=C(Nc1cccc(-c2ccc(N3CCOCC3)nn2)c1)c1ccccc1 | -3 | 15 | 0 | x | 0.8% | 0 | 0% | 0% | -7%

Profiles, quoted from the list. Order of screens: LDHA inh	D1 antag	D1 ag	D2 potentiator	RXFP1 agonist	D1 PAM	Vif-A3G inh	Glioma ERSR ind	Vif-A3F inh
CCn1c(=S)sc2c(=O)n(-c3ccccc3)c(SCC(=O)NCc3ccco3)nc21 reads -2	17	1	4	5.5%	-6	1%	2%	0%
Cc1cc(C(=O)Nc2cccc(O)c2)c(C)o1 reads -4	-2	-1	-13	-0.6%	-2	-2%	8%	3%

Limited to Glioma ERSR ind and RXFP1 agonist, for two of the compounds above:
smiles	Glioma ERSR ind	RXFP1 agonist
Cc1cc(C(=O)O)c(C)n1Cc1ccncc1	-4%	-0.6%
FC(F)(F)C1CC(c2cccs2)Nc2ncnn21 (configuration not stated)	-2%	2.2%
